TbMetRS inhib: Trypanosoma brucei MetRS inhibition; purified T. brucei MetRS, ATP depletion, Kinase-Glo luminescence; inhibition, % at 11.9 µM; actives 0.4% (n = 360,000);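 active = inhibition above a per-plate cutoff of the control wells' mean inhibition plus 3 SD, cut at about 5.5% in these data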;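 also: 0% = DMSO wells median and 100% = median of wells with control inhibitor compound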
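Material: parasite MetRS enzyme / Replication: singlicate, one well per compound / Signal: luminescence of leftover ATP / Schedule: 2 h aminoacylation at 25 °C after 15 min preincubation / Medium: HEPES-MgCl2-KCl buffer plus DTT, spermine, BSA, pyrophosphatase / Doses: 11.9 µM single point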
LMPTP inh: LMPTP (human) inhibition. P24666. recombinant LMPTP-A, OMFP fluorogenic substrate, fluorescence intensity. inhibition, % at 20 µM. actives 0.22% (n = 360,000);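 active = compounds that cut the enzyme signal by at least half of the control window in the single-dose screen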;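 also: plate controls were DMSO wells with enzyme plus substrate for no effect and substrate without enzyme for full effect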
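Buffer or medium: Bis-Tris pH 6.0, DTT, detergent; Assay system: LMPTP-A enzyme; Quantity: 0.625 nM enzyme; Detection: endpoint fluorescence intensity; Times: 50 min dark incubation at room temperature; Controls: substrate-only low control, DMSO enzyme-plus-substrate high control; Doses: single 20 µM dose; Read-out: percent inhibition versus substrate-only and uninhibited controls; Reagent: 400 µM OMFP.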
Rpn11 inh: Rpn11 (human) deubiquitinase inhibition; O00487; human 26S proteasome, Ub4-pepOG fluorescence polarization; 20S core pre-blocked with epoxomicin; calls only at 20 µM; actives 0.59% (n = 360,000); AID 588493;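 active = inhibition at 20 µM, scaled to each plate's controls, above about 33%, limit read from the data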
DNMT1 block: inhibitors of human DNMT1. DNMT1 molecular beacon, Hinp1I cleavage, fluorescence. inhibition (reported as % activation of signal), % at 10 µM. P26358. actives 0.83% (n = 360,000). AID 588458; in the data active = inhibition above about 50%
MLLE-PAM2 inh: blocks PAM2 peptide binding to the PABP1 MLLE domain; P11940; GST-MLLE / FITC-PAM2 fluorescence polarization; inhibition, % at 20 µM; actives 0.36% (n = 360,000); AID 588489; in the data active = inhibition above about 35%, passing the limit was not always enough;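 also: plate controls were DMSO wells with GST-MLLE for no effect and wells lacking GST-MLLE protein for full effect; some results filed as inactive read as strong as hits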
SUMO1 PPI mod: alters human SUMO1 binding to SIM partners | P63165 | SUMO1 binding to a labelled peptide, TR-FRET, 1 h | inhibition, % at 20 µM | actives 0.33% (n = 360,000) | AID 602429; in the data active = inhibition above about 37%
CSN inh: inhibitors of human CSN-mediated cullin deneddylation | Q92905 | Purified CSN, SCF-Nedd8-OG deneddylation, fluorescence polarization | inhibition, % at 12.5 µM | actives 0.38% (n = 360,000);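 active = pattern-corrected inhibition above about 35%, with an unprinted fluorescence ratio check between 0.5 and 1.5, limit read from the data, passing the limit was not always enough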;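 also: 0% = enzyme with substrate and 100% = substrate without enzyme; some results filed as inactive read as strong as hits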
Target sequence (Q92905 whole entry, looked up, one chain of several): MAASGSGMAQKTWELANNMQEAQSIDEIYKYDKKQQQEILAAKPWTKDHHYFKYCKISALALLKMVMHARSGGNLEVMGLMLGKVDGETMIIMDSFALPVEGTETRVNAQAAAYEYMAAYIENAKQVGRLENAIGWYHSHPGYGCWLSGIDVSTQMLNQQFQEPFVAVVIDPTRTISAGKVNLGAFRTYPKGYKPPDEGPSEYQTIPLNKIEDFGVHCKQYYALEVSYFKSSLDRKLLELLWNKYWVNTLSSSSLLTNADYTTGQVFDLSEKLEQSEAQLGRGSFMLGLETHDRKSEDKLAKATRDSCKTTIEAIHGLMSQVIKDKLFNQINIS
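Assay system: Purified human Csn5 enzyme expressed in HEK293T cells | Amount: Enzyme 0.24 nM | Measured by: Fluorescence polarization readout | Medium: Tris/NaCl/DTT buffer, pH 7.5 | Compound dosing: One concentration, 12.5 µM, 0.25% DMSO | Times: 90 min incubation of compound, enzyme and substrate at room temperature | Control set: no-enzyme wells high, enzyme-with-substrate wells low | Read-out: % inhibition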
NadD inh: inhibitors of Staphylococcus aureus NadD; purified NadD enzyme, colorimetric absorbance read-out; inhibition, % at 20 µM; actives 0.78% (n = 360,000); in the data active = inhibition above about 26%; also: some compounds past the cut are filed as inactive
Scp-1 inhibitor: blocks human Scp-1 phosphatase activity. Q9GZU7. Recombinant Scp1, phosphopeptide, malachite green phosphate absorbance. inhibition, % at 20 µM. actives 0.88% (n = 340,000). AID 493091;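 active = inhibition above about 50% at 20 µM, limit read from the data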;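 also: plate controls were DMSO wells with enzyme for no effect and wells lacking enzyme for full effect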
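Assay system: SCP-1 catalytic fragment, aa 76-261 | Buffer or medium: Tris acetate buffer pH 5.5 with MgCl2 and Tween-20 | Compound: One concentration, 20 µM, with 1.0% DMSO | Also added: Phospho 17-mer peptide substrate | Signal: Absorbance at 630 nm | Incubation: 45 min enzyme reaction at room temperature | Measure: % inhibition of SCP-1 phosphate liberation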
STEP inh: blocks human striatal-enriched tyrosine phosphatase | P54829 | recombinant STEP, OMFP fluorogenic substrate, fluorescence | inhibition, % at 20 µM | actives 0.25% (n = 360,000) | AID 588621;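 active = inhibition at 20 µM, scaled per plate between control wells, above about 37%, limit read from the data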;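 also: 0% = DMSO with enzyme and substrate and 100% = substrate only without enzyme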
Target sequence (P54829 whole entry, looked up): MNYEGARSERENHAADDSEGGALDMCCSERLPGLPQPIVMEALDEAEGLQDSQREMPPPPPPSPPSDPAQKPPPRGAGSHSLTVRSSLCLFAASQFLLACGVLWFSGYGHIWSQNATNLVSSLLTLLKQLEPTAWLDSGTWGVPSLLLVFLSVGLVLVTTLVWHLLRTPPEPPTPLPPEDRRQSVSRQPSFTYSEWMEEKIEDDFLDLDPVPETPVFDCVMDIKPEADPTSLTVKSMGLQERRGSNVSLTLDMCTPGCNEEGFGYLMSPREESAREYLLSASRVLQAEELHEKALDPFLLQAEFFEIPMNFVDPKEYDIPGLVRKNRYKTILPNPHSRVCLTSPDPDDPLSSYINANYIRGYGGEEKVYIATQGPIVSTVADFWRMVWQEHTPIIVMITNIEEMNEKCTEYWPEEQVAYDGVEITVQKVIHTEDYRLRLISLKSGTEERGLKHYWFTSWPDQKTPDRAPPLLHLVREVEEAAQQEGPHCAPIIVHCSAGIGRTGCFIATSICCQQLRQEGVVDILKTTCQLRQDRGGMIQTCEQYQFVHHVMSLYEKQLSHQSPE
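Also added – OMFP at 25 µM · Test system – STEP tyrosine phosphatase · Technique – FITC-channel fluorescence of OMFP product · Schedule – 20 min at room temperature, dark · Evaluation – control-normalized % inhibition with plate pattern correction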
* hit, by the source's call; i = inactive; . = not tested or not shown; + = active, no number. Compounds as they come; about 3.6% have a hit in one of these screens.

structure	TbMetRS inhib	LMPTP inh	Rpn11 inh	DNMT1 block	MLLE-PAM2 inh	SUMO1 PPI mod	CSN inh	NadD inh	Scp-1 inhibitor	STEP inh
OCC(O)CNC(=S)NC1CCCCC1 (stereo not drawn)	0.3	-3.5	i	2	42*	10	-8	-5	-8	0
N/C(=N\N=C\c1ccc(Br)o1)c1nonc1N	-0.3	-0.6	i	2	-5	-19	2	-1	-3	-2
O=C(Nc1ccc(O)c2c(=O)cc(-c3ccccc3Cl)oc12)c1ccccc1Cl	-0.3	1.2	i	1	9	1	-3	-4	-2	-1
CCCCn1c(N)c(N(CCC(C)C)C(=O)c2cccc(-n3cnnn3)c2)c(=O)[nH]c1=O	-0.3	-0.5	i	-1	8	-3	2	1	-5	-3
CCOC(=O)C1CCN(C(=O)Cc2cccc3ccccc23)CC1	-0.1	-2.5	i	-1	-132	-3	-6	6	5	1
Cc1ccc(SCC(=O)Nc2ccc3c(c2)C(=O)NC3=O)cc1	-0.2	-35	i	0	17	-12	1	-7	-8	1
O=C(O)c1ccc(NC(=O)c2cn(-c3ccccc3)nc2-c2cccc(Cl)c2)cc1	0.1	37	i	-3	-10	8	2	-1	-11	-4
Cc1ccc(N(CC(=O)Nc2cc(C)cc(C)c2)S(=O)(=O)c2c(C)noc2C)cc1	-0.1	5.8	i	-1	1	0	-1	-7	-9	-2
O=C(CN1CCCC1)NC(=O)NC1CCCC1	-0.6	0.7	i	-3	6	0	-8	1	-6	-2
COc1ccc(C(=O)/C=C/C(=O)N(CC(=O)NC2CCCCC2)Cc2cccs2)c(O)c1	-0.2	2.0	i	-12	16	3	7	-6	-5	-2
CCN1C(=O)c2cccc3c(NC(=O)c4ccc(OC)c(OC)c4)ccc1c23	-0.5	-0.9	i	2	-8	-17	4	8	-9	-2
COc1ccc(C(C(=O)NC2CCCC2)N(Cc2cccs2)C(=O)c2ccn[nH]2)cc1OC (stereo not drawn)	-0.2	-0.1	i	0	15	0	-2	-7	4	-1
O=C(NCc1ccc(C(F)(F)F)cc1)C1CC(c2ccc(C(F)(F)F)cc2)=NO1 (stereo not drawn)	0.1	-0.9	i	-3	0	5	2	-3	-3	2
CC1(c2ccc3c(c2)OCCCO3)NC(=O)N(CC(=O)Nc2cccc(C#N)c2)C1=O (stereo not drawn)	0.0	0.1	i	-4	3	4	3	2	-7	-3
CCCCC(=O)N=c1sc2cc([N+](=O)[O-])ccc2n1C	-1.0	0.7	i	1	-1	-8	-6	4	-7	2
CC1CN(C(=O)c2ccc(NS(=O)(=O)c3cccc(Cl)c3)cc2)CC(C)O1 (stereo not drawn)	0.0	-0.5	i	-1	-6	2	2	-7	-5	0
COc1cccc(NC(=O)CCc2nc(-c3cccs3)no2)c1	-0.5	-0.2	i	0	-4	0	-1	-2	-10	-1
Cc1ccc(C(=O)NC2CCN(CC(=O)Nc3ccccc3Cl)CC2)cc1	-0.5	-3.3	i	2	6	-3	1	-7	-5	-3
Cc1ccc(N2C(=O)C(Cc3ccc(O)cc3)NC2=S)cc1C (stereo not drawn)	-0.3	-0.3	i	4	-60	1	-3	-4	-5	2
Cn1c(NNC(=O)C2CCCCC2)cc(=O)n(C)c1=O	-0.1	-1.6	i	-6	4	-6	10	-6	-14	-1
Cc1c(Nc2ccc(C=O)cc2)c(=O)n(-c2ccccc2)n1C	-2.0	-0.1	i	2	-18	0	0	1	7	-2
CCC1(C)Cc2ccccc2-c2nc(SC)[nH]c(=O)c21 (stereo not drawn)	-0.3	-0.2	i	1	-14	-2	-3	0	-3	-3
NS(=O)(=O)c1ccc(NC(=S)Nc2nn(Cc3ccc(Cl)cc3Cl)cc2Cl)cc1	-0.9	-0.5	i	-5	29	3	-10	-2	-5	2
O=C(c1ccc([N+](=O)[O-])cc1)N1CCN(C(=O)C2CCCCC2)CC1	-0.5	-0.5	i	2	14	-23	5	1	-5	-1
COc1ccccc1NC(=O)Nc1nnc(CC(=O)Nc2cccc(C)c2)s1	-0.6	0.6	i	-1	3	-1	3	-4	9	1
O=C1CSC(c2ccccc2)N1CCc1ccccc1 (stereo not drawn)	-1.7	-1.3	i	-3	4	6	1	-8	-2	0
C=CC[n+]1c(-c2ccc(OC)c(OC)c2)csc1NNC(=O)Nc1ccccc1	-0.2	0.6	+	-6	-60	-5	10	10	-3	0
Cc1cccc(Nc2nnc(SCC(=O)Nc3ccccc3[N+](=O)[O-])s2)c1	0.0	1.4	i	-8	-20	-17	-1	-2	-5	-4
CCOc1ccc(/C=N/NC(=O)Cc2csc(Nc3cccc(C(F)(F)F)c3)n2)cc1	-0.2	5.1	i	-20	4	2	-5	7	1	2
COc1ccc(CCCC(=O)NCCc2ccccc2)c(C)c1	0.3	-0.1	i	1	-63	2	0	4	4	-2

Looked up by structure from the list above, 3 records:
structure	TbMetRS inhib	LMPTP inh	Rpn11 inh	DNMT1 block	MLLE-PAM2 inh	SUMO1 PPI mod	CSN inh	NadD inh	Scp-1 inhibitor	STEP inh
CCN1C(=O)c2cccc3c(NC(=O)c4ccc(OC)c(OC)c4)ccc1c23	-0.5	-0.9	i	2	-8	-17	4	8	-9	-2
O=C(NCc1ccc(C(F)(F)F)cc1)C1CC(c2ccc(C(F)(F)F)cc2)=NO1 (stereo not drawn)	0.1	-0.9	i	-3	0	5	2	-3	-3	2
O=C(Nc1ccc(O)c2c(=O)cc(-c3ccccc3Cl)oc12)c1ccccc1Cl	-0.3	1.2	i	1	9	1	-3	-4	-2	-1

Following part
structure	TbMetRS inhib	LMPTP inh	Rpn11 inh	DNMT1 block	MLLE-PAM2 inh	SUMO1 PPI mod	CSN inh	NadD inh	Scp-1 inhibitor	STEP inh
CN(C)C(=O)c1cc(C(=O)c2ccc(C(F)(F)F)cc2)c[nH]1	-1.1	-1.3	i	-1	5	1	-1	-9	-7	0
Cc1ccc(S(=O)(=O)N2CCN(CC(=O)N(CC(C)C)c3c(N)n(CC(C)C)c(=O)[nH]c3=O)CC2)c(C)c1	0.5	-1.4	i	-1	-35	1	-8	-3	-1	-1
Cc1ccccc1C(=O)c1cccn1CC(=O)NCc1ccccc1	0.2	1.3	i	-3	-6	-2	8	4	-1	0
CN(CCO)c1nc(NCc2ccccc2)c2cnn(C)c2n1	0.6	0.3	i	0	4	5	-1	-1	-2	-1
COc1ccc(Cc2nnc(SCc3nc4ccccc4c(=O)[nH]3)n2C)cc1	1.4	-1.9	i	-1	5	0	3	1	-1	2
COc1cc(C)c(Cl)cc1S(=O)(=O)N1CCSC1	0.0	-0.6	i	-1	11	0	-5	-1	-7	-1
COc1cccc(C(=O)NNS(=O)(=O)c2ccccc2)c1	0.1	-1.3	i	6	-6	1	-2	-3	.	-2
Cc1ccc(NC(=O)C(C)Sc2nnc(C)n2C)cc1 (stereo not drawn)	-0.2	-0.7	i	9	3	-1	0	2	-2	0
COc1ccc(C)cc1NC(=O)Nc1ccccc1	-0.8	1.7	i	-9	1	2	4	-6	-7	1
COc1cc(C(=O)NC2CCCC(C)C2C)ccc1OCC(=O)N1CCOCC1 (stereo not drawn)	-0.6	-0.8	i	1	9	3	-4	4	-3	2
COc1ccc(C2(c3ccc(OC)cc3)NC(=O)N(CC(=O)NC3(C#N)CCCC3)C2=O)cc1	-0.2	0.0	i	-2	8	8	0	-6	-8	-5
CN(CC(=O)Nc1ccccc1Cl)C(=O)COC(=O)c1ccc(-c2ccc(O)cc2)cc1	-0.1	0.8	i	14	6	3	5	2	-6	-2
Cc1ccc(-c2cc(C(=O)N/N=C/C=C/c3ccco3)c3ccccc3n2)cc1C	-1.7	2.7	i	-2	-10	-3	19	53*	3	1
O=C(Nc1ccccc1)c1ccc(C(=O)Nc2ccccc2)nc1	-0.6	-1.0	i	2	8	1	-7	6	-4	-1
Nc1ncnc2nc(SCC(=O)N3CCN(c4ccccc4)CC3)[nH]c12	1.6	4.4	i	1	4	1	4	-6	-4	-1
CCCCOc1ccc(-c2cn3ccccc3n2)cc1[N+](=O)[O-]	-0.9	5.4	i	-16	4	-15	-2	-5	0	5
COc1ccc(-c2nn(-c3ccccc3)cc2/C=C/C(=O)OCC(=O)Nc2ccc(C#N)cc2)cc1	-0.8	1.5	i	-8	0	-3	-3	-7	-14	4
COc1ccc(S(=O)(=O)NCCOc2ccccc2)cc1C	-1.3	1.6	i	4	6	0	-1	-3	-4	-3
CC12CC(c3ccccc3O1)N(C(=O)c1ccco1)C(=S)N2c1ccc(F)cc1 (stereo not drawn)	-0.3	1.1	i	-1	-12	0	-2	1	-9	2
CC1(C)Cc2c(C#N)c(N)sc(=S)c2CS1	-0.1	0.3	i	-14	31	2	0	8	11	9

Compound activity (PubChem BioAssay)
